Compound activity deposited in PubChem BioAssay by National Center for Advancing Translational Sciences (NCATS).
Mito fusion act: blocks mitochondrial division or promotes mitochondrial fusion | S. cerevisiae fusion-defective mutant growth rescue, CellTiterGlo 48 h | Potency, µM (titrated, usually from 46.1 µM), for inactives: top-dose growth rescue (activation), hits mostly activators | 320,000 tested, 0.23% active;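 note: potency is the fitted concentration of half-maximal effect; % of control where 0% means no effect; nearly all actives have a fitted effect of over 45% in size; temperature-sensitive fusion mutants such as fzo1-1 at 37 °C on non-fermentable ethanol glycerol medium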
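Growth-rescue viability read-out: after 48 h at the non-permissive 37C in glycerol/ethanol YPEG, yeast mitochondrial fusion mutants are measured by CellTiterGlo luminescence; compounds (23 nl pinned per well) restoring growth score as division inhibitors or fusion activators.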
TCR activator: activators of T cell receptors; primary human leukocytes, anti-CD3, IL-2 HTRF, 48 h; Potency, µM (titrated, usually from 9.22 µM), for the others: at the top dose activation of IL-2 secretion, most hits filed as activators; AID 504894; 330,000 tested, under 10 active; note: % of control where 0% means no effect
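Primary human leukocytes were stimulated with a-CD3 beads plus compounds for 48 hr without co-stimulation; secreted IL-2 was quantified by HTRF using a-IL-2-K (europium cryptate) and a-IL-2-d2, excited at 320nm with acceptor emission read at 665nm.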
TSHR antag: blocks TSH signaling through the human TSH receptor; AID 504810; P16473; activity change, negative = inhibition, % at 11.5 µM; TSHR-expressing cells, TSH-stimulated cAMP HTRF, 2 h; hits give low values; 330,000 tested, 0.2% active;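 active = activity change below a set negative limit, meaning inhibition stronger than a set level, cut at about -70% in these data; inconclusive = activity change between two set negative limits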; note: % is set by controls: 0 for no effect and ±100 for the full control effect
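Cell-based HTRF cAMP assay; TSHR cells + compound, TSH EC80 (4nM final), 2 h, 37 deg C. Lysis with anti-cAMP cryptate and cAMP-d2, 30 min RT, read 665/620 nm.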
a7 integrin act: integrin-mediated muscular dystrophy alleviation activation. alpha7betagal myoblasts, beta-gal FDG fluorescence, 48 h. Potency, µM (doses to about 38.3 µM), without a hit: top-dose activation, hits mostly activators. 350,000 tested, 0.064% active;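 note: potency is the fitted concentration of half-maximal effect; 100% = response of the positive control SU9516; nearly all actives have a fitted effect of over 60% in size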
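alpha7betagal+/- myoblasts (passage 13, 250/well) treated 48 h at 37C with compounds at 1:260 dilution of DMSO stock. Lysed, then beta-galactosidase activity read as FDG fluorescence (ex 480/em 540) after 30 min, with pre-read for autofluorescence.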
CXXC DNA block: MLL CXXC-DNA interaction inhibition. Q03164. MLL-CXXC / FITC-HOXA9 DNA fluorescence polarization. Potency, µM (titrated, usually from 115 µM), for inactives: at the highest dose activity change, negative = inhibition, usual class: inhibitors. 290,000 tested, 0.037% active. AID 2662; active = well fitted inhibition curve with a large enough effect in the polarisation, with a control signal flat, not every such curve was filed as active; inconclusive = small, poorly fitted or top-dose-only effect, or effect the other way, or a change in a side signal; inactive = no such curve, though single readings can be large or run the other way; the % refers to the polarisation; note: potency is the fitted concentration of half-maximal effect
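Steps: dispense CXXC domain solution (7 uM) → pin compounds or unlabeled HOX-A9 DNA control → 5 min ambient → add FLSN-HOX-A9 solution (50 nM) → spin → 30 min ambient → fluorescence polarization. Tris pH 7.5/NaCl/DTT/BSA buffer.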
MBNL1-CUG inh: blocks human MBNL1 binding to CUG repeat RNA. TR-FRET MBNL1-His/biotin-(CUG)12 binding, 665/545 ratio. AID 2675. 280,000 tested, 0.036% active. Potency, µM (doses to about 57.5 µM), inactives show top-dose activity change, negative = inhibition, actives largely listed as inhibitors; active = well fitted inhibition curve with a large enough effect in the signal ratio, with a control signal flat, not every such curve was filed as active; inconclusive = small, poorly fitted or top-dose-only effect, or effect the other way, or a change in a side signal; inactive = no such curve, though single readings can be large or run the other way; the % refers to the signal ratio; note: potency is the fitted concentration of half-maximal effect; % is set by controls: 0 for no effect and ±100 for the full control effect
Target sequence (Q9NR56 whole entry, looked up): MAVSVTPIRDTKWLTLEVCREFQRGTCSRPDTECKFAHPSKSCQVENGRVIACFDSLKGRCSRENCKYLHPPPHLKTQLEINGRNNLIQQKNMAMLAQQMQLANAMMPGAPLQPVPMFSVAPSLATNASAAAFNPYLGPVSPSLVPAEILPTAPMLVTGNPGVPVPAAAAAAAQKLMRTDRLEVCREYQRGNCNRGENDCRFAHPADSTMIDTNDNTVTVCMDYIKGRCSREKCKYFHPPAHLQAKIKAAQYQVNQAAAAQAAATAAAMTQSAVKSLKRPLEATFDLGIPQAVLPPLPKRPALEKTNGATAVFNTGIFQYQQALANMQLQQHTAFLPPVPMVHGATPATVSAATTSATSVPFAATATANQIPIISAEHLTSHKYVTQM
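TR-FRET readout: Ex 340 nm, 665/545 nm emission ratio, normalized to buffer-only (basal) and MBNL1-(CUG)12 controls. Complex of MBNL1-His with Biotin-(CUG)12, compounds 92 nM–58 uM, incubated 60 min at room temperature.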
ASM inhibitor: blocks human secretory acid sphingomyelinase | P17405 | placental ASM, HMU-PC fluorogenic substrate, 60 min | Potency, µM (doses to about 57.5 µM), for inactives: at the highest dose activity change, negative = inhibition, actives largely listed as inhibitors | 340,000 tested, 0.006% active | AID 504937; note: potency is the fitted concentration of half-maximal effect
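Human placenta-derived ASM preincubated with compound 10 min at room temperature, then reacted with 9 uM (final) fluorogenic HMU-PC substrate for 60 min at 37 C. Stop solution raises pH to 10; fluorescence read at Ex 386/Em 447 nm.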
A-T KAP1 phos: potential ataxia-telangiectasia treatment; 320,000 tested, 0.19% active; […] A-T fibroblasts, KAP-1 phosphorylation AlphaLISA; neocarzinostatin DNA damage 30 min before lysis; Potency, µM (top dose mostly 57.5 µM), for inactives: at the top dose activation, actives largely listed as activators; note: potency is the fitted concentration of half-maximal effect; % of control where 0% means no effect; nearly all actives have a fitted effect of over 45% in size
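ATM-like activity read as KAP-1 phosphorylation via AlphaLISA donor/acceptor antibody pairs after lysis and 6 hr at 25C. Cells were ATM-null patient fibroblasts ([…], hTERT), dosed 60 min, then exposed to the DSB inducer NCS for 30 min.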
Menin-MLL TR inh: displaces Texas Red mutant MLL peptide from human menin; O00255; Menin + Texas Red MLL mutant peptide, fluorescence polarization; Potency, µM (series often up to 61.6 µM), inactives show at the highest dose FP activity change, negative = inhibition, actives largely listed as inhibitors; 270,000 tested, 0.23% active; AID 1768; active = well fitted inhibition curve with a large enough effect in the polarisation, with a control signal flat, not every such curve was filed as active; inconclusive = small, poorly fitted or top-dose-only effect, or effect the other way, or a change in a side signal; inactive = no such curve, though single readings can be large or run the other way; the % refers to the polarisation; note: potency is the fitted concentration of half-maximal effect; % of control where 0% means no effect; many of its hits are not listed in these tables
TSG101-PTAP inh: blocks PTAP/TSG101 interaction to inhibit HIV-1 budding | Q99816 | Fluorescence polarization, FITC-PTAP peptide / Tsg101 binding | Potency, µM (doses to about 115 µM), without a hit: at the highest dose activity change, negative = inhibition, usual class: inhibitors | 340,000 tested, under 10 active; active = well fitted inhibition curve with a large enough effect in the main read-out, with a control signal flat, not every such curve was filed as active; inconclusive = small, poorly fitted or top-dose-only effect, or effect the other way, or a change in a side signal; inactive = no such curve, though single readings can be large or run the other way; note: potency is the fitted concentration of half-maximal effect; % of control where 0% means no effect
Target sequence (Q99816 whole entry, looked up): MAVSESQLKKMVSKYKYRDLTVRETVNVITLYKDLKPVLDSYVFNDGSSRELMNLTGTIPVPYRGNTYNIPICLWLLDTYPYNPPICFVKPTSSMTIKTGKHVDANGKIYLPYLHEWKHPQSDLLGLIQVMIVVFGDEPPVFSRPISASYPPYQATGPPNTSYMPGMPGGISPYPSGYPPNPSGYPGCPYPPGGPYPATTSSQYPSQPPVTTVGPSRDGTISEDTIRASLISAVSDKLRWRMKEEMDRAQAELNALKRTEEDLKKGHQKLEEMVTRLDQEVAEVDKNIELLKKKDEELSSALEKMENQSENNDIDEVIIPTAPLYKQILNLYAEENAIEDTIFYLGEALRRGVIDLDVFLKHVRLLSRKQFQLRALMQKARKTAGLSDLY
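Compounds were pin-transferred onto Tsg101 binding domain (10 uM final) in HEPES pH 7.5 buffer, then FITC-PTAP peptide was added at 50 nM final. After 20 min at RT, polarization reported peptide displacement across a qHTS concentration series.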
Numbers without * were called inactive; ? = inconclusive; · = not tested or not shown; [ ] = another dose, or the depositor's remark. Unless noted, calls come from the whole dose curve; as a rule, active = well fitted curve in the direction sought with a large enough effect; inconclusive = small, poorly fitted or top-dose-only effect, or another doubt; inactive = no such curve, though single readings can be large; an effect the other way counts as inactive or inconclusive.

SMILES	Mito fusion act	TCR activator	TSHR antag	a7 integrin act	CXXC DNA block	MBNL1-CUG inh	ASM inhibitor	A-T KAP1 phos	Menin-MLL TR inh	TSG101-PTAP inh
CCN(CC)C(=O)C1CCCN(C(=O)Nc2ccc(NC(=O)N3CCCC(C(=O)N(CC)CC)C3)cc2)C1 (stereo not drawn)	1%	·	-1	16%	1%	-3%	3%	3%	-1%	-5%
CC(NC(=O)Cn1c(=O)[nH]c2ccsc2c1=O)C12CC3CC(CC(C3)C1)C2 (stereo not drawn)	-2%	·	7	4%	15%	46%[activator]	3%	·	7%	-5%
COc1ccc(S(=O)(=O)NCCc2c[nH]c3ccc(C)cc23)cc1	-2%	-1%	12	69%	10%	-2%	1%	0%	-1%	-1%
CCO[C@@H]1OC(C(=O)N2CCOCC2)=C[C@H](C2CCCCC2)[C@H]1CCCO	-4%	4%	-8	2%	9%	-1%	1%	-13%	0%	-3%
CCN1CCN(C(=O)/C=C\C(=O)O)CC1	2%	-3%	-6	15%	-20%	1%	4%	-1%	12%	-4%
CCOc1ccc2ccccc2c1C(=O)NCC(c1ccc(N(C)C)cc1)N(C)C (stereo not drawn)	-4%	4%	-5	-11%	0%	11%	3%	-8%	-14%	-4%
CCN(CC)S(=O)(=O)c1cccc(C(=O)Nc2ccc3c(c2)OCO3)c1	-5%	3%	-8	-15%	1%	-5%	0%	5%	1%	-2%
C/C(=N\NC(N)=O)C1(C)CCCCC1	-2%	7%	-7	38%	-17%	8%	7%	·	-9%	-5%
Cc1nc(C)c(-c2ccc(SCC(=O)Nc3ccc(F)cc3F)nn2)s1	1%	3%	-6	-18%	-7%	77%[activator]	-4%	10%	·	-2%
COc1ccc(CN(C)CC(=O)Nc2ccc(Cl)cc2C(F)(F)F)c(OC)c1	13%	2%[46.1 µM]	-6	-13%	-10%	-4%	0%	10%	-23%	-1%
C=C(C)CNC(=S)N/N=C/c1ccc(NC(C)=O)cc1	-3%	-1%	0	14%	-1%	11%	0%	2%	3%	0%
COc1ccc2nc(NC(=O)Cn3cnc4c(=O)n(C)c(=O)n(C)c43)sc2c1	1%	1%	8	5%	0%	-6%	0%	-1%	15%	-4%
Cc1ccc(C(=O)CSc2nnc(-c3ccccc3)o2)cc1	-4%	1%[46.1 µM]	-8	-32%	6%	-3%	9%	-2%	1%	-5%
O=c1cc(CSc2ccc(Cl)cc2)nc(-c2ccccc2)[nH]1	4%	4%	1	3%	1%	0%	0%	6%	-13%	2%
CCCCCC(N)=O	-11%	-5%	4	·	-8%	·	2%	6%	-2%	0%
CC(CCc1ccccc1)NC(=O)CNC(=O)COc1ccccc1 (stereo not drawn)	-8%	-2%	-5	-39%	6%	1%	6%	1%	-1%	-3%
Cn1c(Cc2csc(N)n2)nnc1SCC(=O)NC1CCCCC1	-2%	1%	16	12%[1.53 µM]	-13%	-7%	0%	·	-7%	-1%
CC(=O)Nc1ccc(NC(=O)COC(=O)/C(=C/c2ccccc2)n2nnnc2C)cc1	-2%	6%	6	-14%	9%	1%	2%	29%	·	1%
O=C(CC1C(=O)NCCN1Cc1c(F)cccc1Cl)NC1CCCC1 (stereo not drawn)	-2%	0%	-4	-8%	-3%	2%	-6%	-1%	-5%	0%
CCn1c(=S)sc2c(=O)n(CC(=O)Nc3cccc(Br)c3)c(C)nc21	-19%	9%	0	0%	-3%	16%	2%	0%	·	-5%
O=C(NCCNC(=O)c1ccc(Cl)cc1Cl)c1cnccn1	2%	-1%	14	-14%	22%	-1%	35%	-3%	4%	-5%
O=C(NCc1ccccc1)C1=C[C@H](C2CCCCC2)C[C@H](OCc2ccc(CO)cc2)O1	-1%	10%	-4	15%	-28%	-4%	-2%	8%	-8%	-7%
O=C(NCCc1ccccc1)c1ccc(-c2ccc(F)cc2)o1	-2%	0%	-10	17%	-4%	-1%	-2%	7%	-1%	-2%
O=c1cc(-c2ccco2)nc(SCc2cccc(Cl)c2)[nH]1	0%	1%	23	30%	21%	-8%	0%	4%	?	-3%
CCN(CC(=O)Nc1c(F)cccc1F)C(=O)CN1C(=O)NC2(CCCC2)C1=O	-7%	-33%	9	-19%	·	·	-4%	21%	·	-5%
C[C@H](NC(=O)c1ccccc1Cl)C(=O)NCCc1ccc(S(N)(=O)=O)cc1	-2%	8%	31	8%	37%[activator]	1%	5%	6%	4%	-4%
O=C1C2C3CC(C(Br)C3Br)C2C(=O)N1c1ccccn1 (stereo not drawn)	-2%	2%	0	3%	5%	-11%	5%	-1%	-2%	-6%
COC(=O)c1sc2nc(CN3CCN(c4ccc(OC)cc4)CC3)[nH]c(=O)c2c1C	-1%	-2%[46.1 µM]	14	-8%	25%	3%	-1%	-10%	6%	-3%
Cc1ccccc1-c1nc(-c2ccc(NC(=O)c3ccc(Br)o3)cc2)no1	-1%	-1%[46.1 µM]	-23	4%	-12%	-3%	-9%	2%	?	-10%
CCOC(=O)c1sc(N2C(=O)C(O)=C(C(=O)c3ccco3)C2c2ccc([N+](=O)[O-])cc2)nc1C (stereo not drawn)	·	2%	·	-20%	·	·	-6%	·	·	-12%
Cc1c(C(=O)NCCSc2ccc(Cl)cc2)cccc1[N+](=O)[O-]	-23%	7%[46.1 µM]	-12	0%	6%	·	-10%	7%	4%	-3%
COC(=O)c1cc(OC)c(OC)cc1NC(=O)c1cccnc1	0%	1%[46.1 µM]	3	·	0%	-13%	·	·	12%	·
CCCc1cc2c(cc1NC(=O)c1ccc(C)cc1)OCO2	-3%	-3%	-12	-5%	9%	1%	2%	0%	?	0%
COCCCNc1ncnc2sc3c(c12)CCC(C)C3 (stereo not drawn)	-1%	-3%[46.1 µM]	-5	17%	1%	-3%	5%	-2%	20%	-3%
O=C(O)CN1CCN(Cc2ccccc2Cl)C1=O	-1%	0%	7	-24%	-2%	8%	-3%	-8%	-27%	-2%
O=C1OC[C@@H]2CCCN2C(=O)[C@@H](CC(=O)N(CCO)Cc2ccccc2)C/C=C\CC[C@H]1Cc1ccc(F)cc1	·	-2%	-6	13%	·	·	33%	-2%	·	-3%
O=C(c1cccc(S(=O)(=O)N2CCc3ccccc32)c1)N1CCN(c2ccccc2)CC1	?	2%	3	12%	·	·	-2%	5%	·	5%
CCN1CCN(CCCNC(=O)CNC(=O)c2nn(-c3ccc(OC)cc3OC)c(=O)c3ccccc23)CC1	-1%	-1%	-8	5%	46%[activator]	1%	4%	0%	?	-3%
O=c1[nH]c2ccccc2nc1/C=C/c1ccc(O)cc1	15%	0%	21	-45%[inhibitor]	17%	?	51%[activator]	-1%	?	-2%
CCCCn1c(=O)nc2n(-c3ccc(C)cc3)c3ccccc3cc-2c1=O	25%	1%[46.1 µM]	-8	-11%	-3%	?	382%[activator]	5%	0%	0%
CCOc1ccc(NC(=O)C2CCCN(S(=O)(=O)c3cnc[nH]3)C2)cc1 (stereo not drawn)	0%	-10%	-5	-9%	1%	-5%	2%	2%	0%	0%
Cc1ccc(S(=O)(=O)c2nc(-c3ccco3)oc2SCC(N)=O)cc1	-6%	3%	34	-10%	27%	17%	1%	-2%	-17%	-4%
O=C(NC(Cc1ccccc1)C(=O)O)/C(=C\c1cccc([N+](=O)[O-])c1)NC(=O)c1ccco1 (stereo not drawn)	-2%	1%	-6	-8%	-11%	?	·	-2%	18%	-1%
CSc1nc(NCc2ccccc2)c2c3c(sc2n1)CN(C)CC3	0%	-1%	-5	-14%	20%	5%	173%[activator]	-8%	-11%	-4%
O=[N+]([O-])c1ccc(N2CCN(c3ccc(O)cc3)CC2)cn1	-9%	2%	-7	?	0%	?	0%	2%	1%	-2%
CN(C1CCCCC1)S(=O)(=O)c1ccc2c(c1)c(=O)c(C(=O)N1CCc3ccccc3C1)cn2C	-1%	1%	-3	7%	-9%	-5%	2%	·	2%	-1%
COc1ccccc1Oc1ncnc2c1cnn2-c1ccccc1	3%	-10%	-19	2%	1%	-5%	1%	1%	6%	-1%
Cc1cc(C)cc(-n2c(C)cc(C=C(C#N)C#N)c2C)c1	-1%	·	3	20%	9%	9%	27%	-3%	-7%	-3%
CCCCc1nc2sc3c(=O)[nH]c(=S)[nH]c3c2c2c1CCC2	·	6%	·	5%	·	·	-2%	·	·	-2%

Some of the compounds tested, so the mix of outcomes need not match the whole.
